Screening data (PubChem BioAssay)
Tau ThT inhib – qHTS for Inhibitors of Tau Fibril Formation, Thioflavin T Binding; recombinant tau K18 P301L, heparin-induced fibrillization, ThT fluorescence; Potency, µM (top dose mostly 57.4 µM), inactives show at the top dose activity, negative = inhibition, hits mostly inhibitors; 2.1% of 270,000 active; further: nearly all actives have a fitted effect of over 55% in size
Target sequence (P10636 561-689 P618L limits assumed): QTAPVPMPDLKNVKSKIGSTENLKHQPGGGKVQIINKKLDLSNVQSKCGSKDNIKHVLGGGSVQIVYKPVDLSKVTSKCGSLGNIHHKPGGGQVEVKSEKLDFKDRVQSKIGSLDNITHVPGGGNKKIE
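ThT emission at 510 nm, taken 1 hr after adding 30 uM dye, quantifies aggregates formed when 20 uM heparin acts on human tau K18 P301L for 6 hr at 37 C.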
Tau fluor counter – Counterscreen qHTS for Inhibitors of Tau Fibril Formation, Fluorescence Polarization | 0.93% of 280,000 active | tau K18 P301L (four-repeat tau fragment) Alexa594 fluorescence, heparin fibrillization | Potency, µM (top dose mostly 57.7 µM), for the others: top-dose activity change, negative = decrease; further: nearly all actives have a fitted effect of over 55% in size
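Human K18 P301L tau (15 uM unlabeled plus 0.24 uM Alexa 594-labeled, final) in 100 mM sodium acetate pH 7 was mixed with compound and 20 uM heparin and incubated 6 hr at 37 C.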
Tau FP inhib – qHTS for Inhibitors of Tau Fibril Formation, Fluorescence Polarization. Potency, µM (titrated, usually from 57.7 µM), without a hit: at the top dose activity, negative = inhibition, hits mostly inhibitors. AID 1468, 2008. Microtubule-associated protein tau (Homo sapiens), P10636. K18 P301L tau heparin fibrillization, Alexa594 FP, 6 h. 0.39% of 280,000 active; further: nearly all actives have a fitted effect of over 55% in size
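Quantitative HTS format: compounds meet 15 uM recombinant K18 P301L tau and Alexa 594-tau tracer in 100 mM sodium acetate pH 7; 20 uM heparin triggers fibrillization at 37 C over 6 hr; FP gives the signal.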
L3MBTL1 block – qHTS Assay for the Inhibitors of L3MBTL1; Lethal(3)malignant brain tumor-like protein 1 (Homo sapiens), Q9Y468; AlphaScreen L3MBTL1–H3K9me1 peptide binding; Potency, µM (titrated, usually from 57.1 µM), for the others: top-dose activity, negative = inhibition, hits mostly inhibitors; 0.66% of 230,000 active; AID 485360, 2010; further: nearly all actives have a fitted effect of over 60% in size
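Displacement of a biotinylated histone H3(1-15) peptide monomethylated at Lys9 (75 nM) from L3MBTL1 (50 nM) was measured by AlphaScreen after a 30 min room-temperature compound incubation; cefsulodin titration served as intraplate control.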
TRb-SRC2 inh – qHTS for Inhibitors of the Interaction of Thyroid Hormone Receptor and Steroid Receptor Coregulator 2. Thyroid hormone receptor beta (Homo sapiens), P10828. TRbeta-SRC2 peptide binding, fluorescence polarization; receptor liganded with 1 µM T3. Potency, µM (highest dose often 106 µM), without a hit: at the highest dose activity change, negative = inhibition, actives largely listed as inhibitors. 0.065% of 280,000 active;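 further: plate controls were bound peptide for no effect and peptide without receptor for full effect; nearly all actives have a fitted effect of over 50% in size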
Target sequence (P10828 whole entry, looked up): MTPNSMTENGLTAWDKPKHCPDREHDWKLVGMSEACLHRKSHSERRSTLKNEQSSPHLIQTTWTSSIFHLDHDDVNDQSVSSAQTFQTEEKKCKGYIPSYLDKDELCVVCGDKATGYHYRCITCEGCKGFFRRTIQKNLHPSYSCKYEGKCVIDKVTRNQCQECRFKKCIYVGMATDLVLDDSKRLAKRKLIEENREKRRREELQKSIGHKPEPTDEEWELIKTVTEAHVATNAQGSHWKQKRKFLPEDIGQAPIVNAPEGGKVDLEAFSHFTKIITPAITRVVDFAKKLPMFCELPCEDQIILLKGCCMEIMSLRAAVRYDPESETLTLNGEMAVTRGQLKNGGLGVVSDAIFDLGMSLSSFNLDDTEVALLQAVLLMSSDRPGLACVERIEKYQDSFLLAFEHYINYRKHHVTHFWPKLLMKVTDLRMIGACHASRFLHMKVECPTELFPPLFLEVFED
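Polarization signal, normalized between peptide-alone and full complex controls, measured compound effects on T3-liganded human TRb LBD (0.6 uM) binding 20 nM Texas Red SRC2 peptide after 5 hr.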
ALDH1A1 inh – qHTS Assay for Inhibitors of Aldehyde Dehydrogenase 1 (ALDH1A1); 7.3% of 220,000 active; Potency, µM (top dose mostly 75.3 µM), for the others: top-dose activity, negative = inhibition, most hits filed as inhibitors; Purified ALDH1A1, NADH fluorescence, propionaldehyde substrate; Aldehyde dehydrogenase 1A1 (Homo sapiens), P00352; active means well fitted inhibition curve with a large enough effect, not every such curve was filed as active; inconclusive means small, poorly fitted or top-dose-only effect, or another doubt; inactive means no such curve, though single readings can be large or run the other way;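 further: plate controls were no enzyme wells and a reference inhibitor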
Target sequence (P00352 whole entry, looked up): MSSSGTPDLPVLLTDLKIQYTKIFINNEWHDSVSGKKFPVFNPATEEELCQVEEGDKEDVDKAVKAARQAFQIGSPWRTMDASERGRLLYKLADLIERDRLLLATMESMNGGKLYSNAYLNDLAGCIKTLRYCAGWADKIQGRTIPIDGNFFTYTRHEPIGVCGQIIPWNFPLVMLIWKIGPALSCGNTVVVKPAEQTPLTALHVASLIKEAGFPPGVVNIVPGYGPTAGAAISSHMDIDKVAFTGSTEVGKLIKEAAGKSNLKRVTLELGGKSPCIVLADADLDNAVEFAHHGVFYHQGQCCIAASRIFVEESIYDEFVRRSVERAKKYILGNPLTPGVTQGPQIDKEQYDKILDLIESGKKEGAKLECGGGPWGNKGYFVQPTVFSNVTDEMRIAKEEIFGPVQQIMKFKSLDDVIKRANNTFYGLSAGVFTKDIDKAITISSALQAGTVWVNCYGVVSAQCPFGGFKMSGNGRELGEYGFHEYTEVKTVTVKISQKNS
aGal spleen mod – qHTS Assay for Inhibitors and Activators of Human alpha-Galactosidase From Spleen Homogenate. Alpha-galactosidase A (Homo sapiens), P06280. human spleen homogenate, 4MU-alpha-Gal fluorescence, 40 min. Potency, µM (titrated, usually from 80 µM), inactives show at the top dose activity change, negative = inhibition, hits mostly inhibitors. 0.008% of 240,000 active;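 further: 0% = enzyme with vehicle and -100% = no enzyme basal signal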
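Human spleen homogenate (1 ug) was the enzyme source, with 4-methylumbelliferyl-alpha-D-galactopyranoside (1 mM final) in pH 5.0 citrate buffer with 0.01% Tween-20. Compounds were titrated; after 40 min at 37C, NaOH/glycine stop, 4-MU fluorescence read; AC50 from Hill fits.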
TexasRed fluor – Total Fluorescence Counterscreen for Inhibitors of the Interaction of Thyroid Hormone Receptor and Steroid Receptor Coregulator 2 | TRb/SRC2 Texas Red total fluorescence interference | Potency, µM (top dose mostly 106 µM), for inactives: at the highest dose fluorescence change, negative = quenching | 0.29% of 280,000 active | AID 1479, 2009; active means well fitted curve in either direction with a large enough effect; inconclusive means small, poorly fitted or top-dose-only effect
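Human TRβ ligand-binding domain (0.6 uM) and Texas Red SRC2 peptide (20 nM) in Tris buffer with 1 uM T3 and 5% DMSO were incubated with pinned compound for 5 hr at ambient temperature. Total fluorescence was computed as S + 2P (555/632 nm).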
Active calls of the source: *; & = joins results of further samples; [ ] = dose if it differs, or a comment. Unless noted, the call rests on the fitted dose curve; in most records, active means well fitted curve in the direction sought with a large enough effect; inconclusive means small, poorly fitted or top-dose-only effect, or another doubt; inactive means no such curve, though single readings can be large; an effect the other way counts as inactive or inconclusive. Unless noted, on the % scale 0 is the no-effect control and ±100 the full control effect; potency means the concentration at half of the fitted maximal effect.

Screening Cc1csc(NC(=O)CSc2nnc(Cn3c(=O)sc4ccccc43)n2-c2ccccc2)n1 returned Tau ThT inhib -13.9%, Tau fluor counter -13.8%, Tau FP inhib -3.3%, L3MBTL1 block -10.6%, TRb-SRC2 inh 5.9%, ALDH1A1 inh inconclusive, aGal spleen mod -4.9% and TexasRed fluor -3.8%.
O=S(=O)(NCc1ccccc1)NCc1cccc(C(F)(F)F)c1 was read as Tau ThT inhib 1.3%, Tau fluor counter -2.8%, Tau FP inhib -1.6%, L3MBTL1 block 17.3%, TRb-SRC2 inh 4.8%, ALDH1A1 inh 5.4%, aGal spleen mod -2.5% and TexasRed fluor -1.8%.
For CCC(=O)N1CCc2cc(S(=O)(=O)NCCC(=O)Nc3cccc(SC)c3)ccc21 the results were Tau ThT inhib -12.1%, Tau fluor counter -22.9%, Tau FP inhib -9.1%, TRb-SRC2 inh -3.6% and TexasRed fluor 0.1%.
Screening O=C(NCC1CCCO1)C(C(=O)c1ccc(F)cc1)n1ccccc1=O (centres undefined) returned Tau ThT inhib 9.6%, Tau fluor counter 9.6%, Tau FP inhib -1.2%, L3MBTL1 block 38.4%[activator], TRb-SRC2 inh -3.1%, ALDH1A1 inh 6.2%, aGal spleen mod -17.1% and TexasRed fluor -5.4%.
CCc1nc2sc3c(=O)n(N)cnc3c2c2c1COC(C)(C)C2 was read as Tau ThT inhib 0.2%, Tau fluor counter -3.3%, Tau FP inhib 1.5%, L3MBTL1 block -0.4%, TRb-SRC2 inh 0.5%, ALDH1A1 inh 11.7%, aGal spleen mod -4.8% and TexasRed fluor 4.2%.
Screening Cc1nn(C)c(C)c1-c1c(C#N)c(N)nc2c1CCCCCC2 returned Tau ThT inhib -4.8%, Tau fluor counter -0.9%, Tau FP inhib -4.6%, L3MBTL1 block 5.0%, TRb-SRC2 inh 1.1%, ALDH1A1 inh inconclusive, aGal spleen mod 5.3% and TexasRed fluor 2.6%.
CCCNC(=O)OCc1cccnc1Sc1ccc(C)cc1 was read as Tau ThT inhib -9.6%, Tau fluor counter -14.7%, Tau FP inhib 7.9%, L3MBTL1 block -16.4%, TRb-SRC2 inh 4.3%, ALDH1A1 inh -2.7%, aGal spleen mod -4.7% and TexasRed fluor -2.7%.
For O=C(N=c1nc2ccccn2s1)c1ccccc1 the results were Tau ThT inhib inconclusive, Tau fluor counter -10.7%, Tau FP inhib -12.6%, L3MBTL1 block 29.8%, TRb-SRC2 inh -0.4%, ALDH1A1 inh 2.2%, aGal spleen mod 0.8% and TexasRed fluor -10.0%.
`Cc1cccc(-n2c(CNC(=O)c3ccc(S(=O)(=O)N(C)C)cc3)nnc2SCC(=O)Nc2ccc(F)cc2)c1` gave Tau ThT inhib 4.6%, Tau fluor counter 5.0%, Tau FP inhib -4.2%, L3MBTL1 block -10.3%, TRb-SRC2 inh 0.2%, ALDH1A1 inh 0.447µM*, aGal spleen mod 16.0% and TexasRed fluor -2.8%.
Screening CCCCCNC(=O)c1ccc2c(=O)[nH]c3c(C(=O)NCC4CCCO4)sc(=S)n3c2c1 (centres undefined) returned Tau ThT inhib 14.1µM*, Tau fluor counter -28.5%, Tau FP inhib 10.2%, TRb-SRC2 inh 7.8%, ALDH1A1 inh inconclusive, aGal spleen mod 8.9% and TexasRed fluor -21.2%.
COc1ccc(OC)c(CNC(=O)Cn2nc(C)c3nn(-c4ccc(Cl)cc4)c(C)c3c2=O)c1 was read as Tau ThT inhib inconclusive, Tau fluor counter -9.3%, Tau FP inhib 12.3%, TRb-SRC2 inh 1.6% and TexasRed fluor 0.1%.
CCc1nnc(NC(=O)c2ccc3c(c2)C(=O)N(CC(C)C)C3=O)s1 was read as Tau ThT inhib -5.5%, Tau fluor counter -2.2%, Tau FP inhib -2.5%, L3MBTL1 block -0.5%[11.4 µM], TRb-SRC2 inh 4.0%, ALDH1A1 inh inconclusive, aGal spleen mod 7.0% and TexasRed fluor 0.7%.
O=C(CSc1nnnn1C1CCCC1)N1CCCc2ccccc21 was read as Tau ThT inhib -6.9%, Tau fluor counter -6.0%, Tau FP inhib 0.7%, TRb-SRC2 inh 0.1%, ALDH1A1 inh 10µM*, aGal spleen mod -12.1% and TexasRed fluor 2.1%.
Cc1cc(C)cc(NC(=O)OCCN2CCN(Cc3ccccc3)CCC2=O)c1 was read as Tau ThT inhib -8.4%[81.4 µM], Tau fluor counter -10.9%[81.3 µM], Tau FP inhib 12.0%[81.3 µM], L3MBTL1 block -3.9%, TRb-SRC2 inh -9.3%&10.5%, ALDH1A1 inh 0.6%&10.6%, aGal spleen mod -8.8%&5.4% and TexasRed fluor inconclusive.
COc1cccc(-c2cc(C(F)(F)F)n3ncc(C(=O)N4CCc5ccccc5C4)c3n2)c1 was read as Tau ThT inhib inconclusive, Tau fluor counter -4.2%, Tau FP inhib 5.7%, L3MBTL1 block 3.3%, TRb-SRC2 inh inconclusive, ALDH1A1 inh inconclusive, aGal spleen mod 4.3% and TexasRed fluor inconclusive.
`Cc1ccc(-c2cc(C(=O)N3CCN(c4ncccn4)CC3)c3ccccc3n2)cc1` gave Tau ThT inhib -15.2%, Tau fluor counter -18.9%, Tau FP inhib -14.1%, L3MBTL1 block -3.6%, TRb-SRC2 inh -0.1%, ALDH1A1 inh -8.2%, aGal spleen mod 20.3% and TexasRed fluor -6.8%.
CCOc1ccc2nc(NC(=O)CS(=O)(=O)c3ccccc3)sc2c1 was read as Tau ThT inhib inconclusive, Tau fluor counter -24.7%, Tau FP inhib 4.8%, L3MBTL1 block -4.6%, TRb-SRC2 inh 0.1%, ALDH1A1 inh -3.5%, aGal spleen mod -1.9% and TexasRed fluor -1.6%.
`COc1ccc2oc(-c3ccccc3[N+](=O)[O-])cc(=O)c2c1` gave Tau ThT inhib -5.3%, Tau fluor counter -15.1%, Tau FP inhib -13.9%, L3MBTL1 block -5.4%, TRb-SRC2 inh 2.2%, ALDH1A1 inh inconclusive, aGal spleen mod 8.1% and TexasRed fluor -0.4%.
`COCCOC(=O)c1c(C)nc(SCC(=O)Nc2ccc(C)cc2)c(C#N)c1-c1ccco1` gave Tau ThT inhib -4.7%, Tau fluor counter -24.1%, Tau FP inhib -7.2%, L3MBTL1 block 1.6%, TRb-SRC2 inh 8.3%, ALDH1A1 inh inconclusive, aGal spleen mod 2.8% and TexasRed fluor -3.4%.
For N=c1n(Cc2ccccc2)c2ccccc2n1CC(O)c1ccco1 (centres undefined) the results were Tau ThT inhib -4.7%, Tau fluor counter -3.5%, Tau FP inhib -6.3%, L3MBTL1 block 1.8%, TRb-SRC2 inh 3.6%, ALDH1A1 inh 0.8%, aGal spleen mod -3.4% and TexasRed fluor -0.4%.

Reprinted at random: two records from the list.
Cc1cc(C)cc(NC(=O)OCCN2CCN(Cc3ccccc3)CCC2=O)c1 was read as Tau ThT inhib -8.4%[81.4 µM], Tau fluor counter -10.9%[81.3 µM], Tau FP inhib 12.0%[81.3 µM], L3MBTL1 block -3.9%, TRb-SRC2 inh -9.3%&10.5%, ALDH1A1 inh 0.6%&10.6%, aGal spleen mod -8.8%&5.4% and TexasRed fluor inconclusive.
Screening O=C(NCC1CCCO1)C(C(=O)c1ccc(F)cc1)n1ccccc1=O (centres undefined) returned Tau ThT inhib 9.6%, Tau fluor counter 9.6%, Tau FP inhib -1.2%, L3MBTL1 block 38.4%[activator], TRb-SRC2 inh -3.1%, ALDH1A1 inh 6.2%, aGal spleen mod -17.1% and TexasRed fluor -5.4%.

Other results
For O=C(c1ccc(COc2c(F)c(F)c(F)c(F)c2F)o1)N1CCN(Cc2ccc3c(c2)OCO3)CC1 the results were Tau ThT inhib inconclusive, Tau fluor counter -10.7%, Tau FP inhib 5.5%, L3MBTL1 block -14.9%, TRb-SRC2 inh -8.9%, ALDH1A1 inh inconclusive, aGal spleen mod -5.8% and TexasRed fluor 0.0%.
Cc1cc(NC(=O)c2oc3c(c2C)-c2[nH]ncc2CC3)ccc1Br was read as Tau ThT inhib 5.8%, Tau fluor counter 0.5%, Tau FP inhib 4.1%, TRb-SRC2 inh 4.5% and TexasRed fluor 0.0%.
For CC(=O)Nc1cccc(OCC(=O)NCCC2=CCCCC2)c1 the results were Tau ThT inhib 0.1%, Tau fluor counter -0.3%, Tau FP inhib 2.2%, L3MBTL1 block 8.2%, TRb-SRC2 inh 5.9%, ALDH1A1 inh 6.5%, aGal spleen mod 7.3% and TexasRed fluor -1.4%.
Screening CCOc1ccc(/C=N/NC(=O)CC(=O)Nc2ccc(Cl)c(Cl)c2)cc1 returned Tau ThT inhib 11.0%, Tau fluor counter -15.9%, Tau FP inhib -14.5%, L3MBTL1 block -2.4%, TRb-SRC2 inh 4.5%, ALDH1A1 inh 0.2%, aGal spleen mod 0.1% and TexasRed fluor -1.8%.
Screening COc1cc(/C=N/N=C2/NC(=O)C(CC(=O)O)S2)ccc1OCc1cccc(Cl)c1 (centres undefined) returned Tau ThT inhib inconclusive, Tau fluor counter 2.1%, Tau FP inhib 12.1%, L3MBTL1 block -15.3%, TRb-SRC2 inh -6.3%, ALDH1A1 inh -7.6%, aGal spleen mod 1.8% and TexasRed fluor -2.0%.
Screening CCOC(=O)C1=C(O)C(=O)N(c2ccc(S(N)(=O)=O)cc2)C1c1ccc(Cl)cc1 (centres undefined) returned Tau ThT inhib 1.6%, Tau fluor counter 4.4%, Tau FP inhib -2.2%, L3MBTL1 block -2.1%, TRb-SRC2 inh -17.8%, ALDH1A1 inh inconclusive, aGal spleen mod 10.0% and TexasRed fluor 2.0%.
For COC(=O)C1(C(=O)OC)CC(CO)C(=O)[C@H]1c1ccccc1 (some centres undefined) the results were Tau ThT inhib inconclusive, Tau fluor counter 0.4%&-18.9%, Tau FP inhib 4.1%&-5.0%, TRb-SRC2 inh 5.3%&4.0%, ALDH1A1 inh 15.9%&-8.1%, aGal spleen mod -4.9%&0.3% and TexasRed fluor 0.7%&0.2%.

Rows were taken by chance; overall some 8.5% were active at least once.
